Compound activity as filed in PubChem BioAssay.
TRHR enhancer – allosteric enhancers of human TRH receptor. actives 0.66% (n = 360,000). TRHR cells, fluo-8 calcium fluorescence, EC20 TRH enhancement. P34981. enhancement, % at 2 µM; in the data active = enhancement above about 30%; also: 0% is about no effect
Target sequence (P34981 whole entry, looked up): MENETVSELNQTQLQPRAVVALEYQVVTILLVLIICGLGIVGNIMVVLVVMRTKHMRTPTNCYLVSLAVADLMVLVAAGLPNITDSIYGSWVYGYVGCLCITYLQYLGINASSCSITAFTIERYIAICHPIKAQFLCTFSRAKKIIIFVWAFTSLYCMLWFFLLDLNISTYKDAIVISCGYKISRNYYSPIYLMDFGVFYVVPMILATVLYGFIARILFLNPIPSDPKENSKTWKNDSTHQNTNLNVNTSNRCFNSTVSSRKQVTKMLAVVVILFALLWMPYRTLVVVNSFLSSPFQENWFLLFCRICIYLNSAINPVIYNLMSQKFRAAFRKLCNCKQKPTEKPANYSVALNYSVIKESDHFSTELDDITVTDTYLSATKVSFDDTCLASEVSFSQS
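Enhancer read-out: after compound pinning and an initial kinetic agonist-mode read, an EC20 of TRH (10 nM final) was injected and fluo-8 calcium signal (Ex 480/Em 530) followed at 1 s/cycle for 100 cycles in TRHR-expressing cells.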
D2 PAM – positively modulates the human D2 dopamine receptor allosterically | HEK293 T-REx D2, calcium flux, EC20 dopamine potentiation | potentiation, % at 10 µM | actives 0.34% (n = 340,000) | AID 485347;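 active = potentiation over 3 SD above the plate norm, cut at about 30% in these data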; also: 0% is about no effect
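Cells plated with tetracycline inducer and held overnight at 30 C; calcium dye loaded 30–90 min at room temperature; baseline taken, compound added and read 180 s; EC20 dopamine then added and read 180 s.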
RXFP1 agonist – RXFP1 (human) receptor agonism; Q9HBX9; HEK293T-RXFP1 cAMP TR-FRET, 30 min; response scale: percent of porcine relaxin response, buffer zero; Potency, µM (top dose mostly 57.5 µM), for inactives: at the highest dose activation, hits mostly activators; actives 0.3% (n = 370,000); AID 2676; active = well fitted activation curve with a large enough effect; also: potency is read from the fitted curve at half-maximal effect; % is scaled to controls: 0 for no effect and ±100 for the full control effect; nearly all actives have a fitted effect of over 60% in size; many of its hits are not listed in these tables
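HEK293T cells stably expressing RXFP1 were pretreated with the PDE4 inhibitor Ro 20174, exposed to compounds for 30 min at 37C, lysed, and cAMP was read by TR-FRET. Data normalized to buffer (basal) and 29 nM porcine relaxin (100%).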
RXFP1 antagonist – antagonists of human relaxin receptor RXFP1. actives 0.59% (n = 350,000). AID 1259400. activity change, negative = inhibition, % at 57.5 µM. Q9HBX9. HEK293-RXFP1, relaxin-stimulated cAMP HTRF, 30 min; active compounds read low;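 active = activity change of -60% or lower, but not beyond a set lower limit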; also: % is scaled to controls: 0 for no effect and ±100 for the full control effect
D1 antag – antagonists of human D1 dopamine receptor | P21728 | HEK293 TREx D1 cells, calcium flux, dopamine EC80; active compounds read low | activity change, negative = inhibition, % at 10 µM | actives 3.2% (n = 360,000); in the data active = activity change below about -30%; also: % is scaled to controls: 0 for no effect and ±100 for the full control effect
Target sequence (P21728 whole entry, looked up): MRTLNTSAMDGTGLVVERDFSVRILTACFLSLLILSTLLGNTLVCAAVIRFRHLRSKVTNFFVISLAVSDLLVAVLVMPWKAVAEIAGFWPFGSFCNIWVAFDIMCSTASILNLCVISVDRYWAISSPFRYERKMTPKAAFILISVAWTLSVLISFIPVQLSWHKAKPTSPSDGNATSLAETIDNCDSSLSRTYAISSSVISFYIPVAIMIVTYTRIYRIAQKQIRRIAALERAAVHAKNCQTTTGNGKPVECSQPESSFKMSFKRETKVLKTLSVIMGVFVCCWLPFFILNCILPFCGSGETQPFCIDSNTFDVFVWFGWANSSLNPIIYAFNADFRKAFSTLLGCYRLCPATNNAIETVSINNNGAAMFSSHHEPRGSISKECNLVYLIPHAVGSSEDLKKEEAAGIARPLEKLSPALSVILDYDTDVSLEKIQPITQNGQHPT
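Cells carrying a force-coupled, tetracycline-inducible human D1 receptor report calcium flux. Each well gets a 10 s baseline, compound with 180 s monitoring, then an EC80 dopamine stimulus with a second 180 s kinetic read.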
D1 agonist – agonists of human D1 dopamine receptor. HEK293 T-REx D1 cells, calcium flux, agonist mode. activation, % at 2 µM. actives 1% (n = 360,000). AID 504660; in the data active = activation above about 30%; also: 0% is about no effect
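Tetracycline-induced HEK293 TREx D1 cells, force-coupled to calcium signalling, were dye-loaded with a no-wash calcium kit. Compound was pin-added after a 10 s baseline. Fluorescence was read kinetically at 1 cycle/s for 180 s, with calcium rises flagged as agonism.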
D1 potentiator – potentiators of human D1 dopamine receptor | P21728 | HEK293 TREx D1 cells, calcium flux, dopamine EC20 potentiation | potentiation, % at 10 µM | actives 0.036% (n = 360,000) | AID 504651; in the data active = potentiation above about 30%; also: 0% is about no effect
D2 antagonist – antagonizes the human D2 dopamine receptor; P14416; HEK293 TREx D2 cells, calcium flux, dopamine EC80; inhibition, % at 10 µM; actives 2% (n = 340,000); in the data active = inhibition above about 30%; also: 0% is about no effect
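Read-out: kinetic calcium fluorescence (1 cycle/s) in inducible HEK293 T-REx D2 cells after an EC80 dopamine addition that followed 180 s compound preincubation. Loss of the dopamine response indicates antagonism.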
D2 agonist – agonists of human D2 dopamine receptor | activation, % at 2 µM | HEK293 T-REx D2 cells, calcium flux agonist mode | actives 0.53% (n = 340,000);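 active = activation over 3 SD above normal in the single-dose calcium agonist read, cut at about 30% in these data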; also: 0% is about no effect
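Tetracycline-induced HEK293 Trex cells with D2 receptor force-coupled to calcium signaling, plated overnight at 30 C and loaded with no-wash calcium dye. Calcium flux read kinetically for 180 s after compound addition; responses flag agonists.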
An asterisk follows results filed as active; x = not tested or not shown. The list is partial; rates above refer to the full screens.

The opening 5 entries as a preview:
SMILES	TRHR enhancer	D2 PAM	RXFP1 agonist	RXFP1 antagonist	D1 antag	D1 agonist	D1 potentiator	D2 antagonist	D2 agonist
CS/C(=N/S(=O)(=O)c1ccc(C)cc1)c1ccccc1	0	-2	4.3%	-2	-1	2	-5	-8	-0.9
CC(C)(C)c1c(Cl)c(O)c(-c2ccccc2)c(=O)n1-c1ccccc1	-1	-3	-0.4%	10	2	0	-4	-6	-0.3
C/C(=N\OCC(=O)OCC(=O)NCc1ccccc1)c1ccc2c(c1)OCO2	-3	15	0.7%	-11	16	2	-7	-3	0.7
COC(=O)C1=C2SC(C)C(=O)N2C(N)=C(C#N)C1c1ccc(OC)c(OC)c1 (stereo not drawn)	9	1	-1.0%	-8	-11	6	-6	-29	-1.8
CCc1ccc(NC(=O)CSc2nc3ccccc3nc2N2CCCC2)cc1	-2	4	9.9%	-3	4	4	4	-8	-0.3

This part in full, from the start:
SMILES	TRHR enhancer	D2 PAM	RXFP1 agonist	RXFP1 antagonist	D1 antag	D1 agonist	D1 potentiator	D2 antagonist	D2 agonist
CS/C(=N/S(=O)(=O)c1ccc(C)cc1)c1ccccc1	0	-2	4.3%	-2	-1	2	-5	-8	-0.9
CC(C)(C)c1c(Cl)c(O)c(-c2ccccc2)c(=O)n1-c1ccccc1	-1	-3	-0.4%	10	2	0	-4	-6	-0.3
C/C(=N\OCC(=O)OCC(=O)NCc1ccccc1)c1ccc2c(c1)OCO2	-3	15	0.7%	-11	16	2	-7	-3	0.7
COC(=O)C1=C2SC(C)C(=O)N2C(N)=C(C#N)C1c1ccc(OC)c(OC)c1 (stereo not drawn)	9	1	-1.0%	-8	-11	6	-6	-29	-1.8
CCc1ccc(NC(=O)CSc2nc3ccccc3nc2N2CCCC2)cc1	-2	4	9.9%	-3	4	4	4	-8	-0.3
Cc1ccc(N(Cc2ccccc2)C(=O)Cc2ccc(S(=O)(=O)N3CCOCC3)s2)cc1	3	-3	0.0%	2	2	9	1	1	0.3
CCOc1ccccc1N1CCN(C(=O)C2c3ccccc3Oc3ccccc32)CC1	-3	-2	-0.1%	-15	14	5	3	-12	0.2
COc1ccc(OC(C)c2ccc(C#N)c(=O)[nH]2)cc1 (stereo not drawn)	8	1	1.8%	-3	-16	5	2	-5	1.0
CCc1noc(C)c1C(=O)Nc1nc(-c2ccccc2)c(C(C)=O)s1	8	18	4.8%	-3	-27	8	-4	17	0.1
CCOC(=O)[C@H]1[C@H]2COc3cc(OC)ccc3[C@@H]2N2C(=O)CN(Cc3ccc(C)cc3)C(=O)[C@@]12C	-7	0	2.3%	x	x	1	-3	0	0.3
CCOC(=O)N1CCN(CC(=O)Nc2c(C(=O)OC)[nH]c3ccccc23)CC1	2	-11	3.7%	-14	4	3	6	-1	16
Cc1ccc(C(=O)NCCc2cccs2)cc1	1	-3	1.2%	-1	9	6	-4	12	-0.8
CC1=C[C@H]2OC(=O)[C@@H](C)[C@H]2C[C@@H]2[C@H]1C[C@@H](O)[C@@]2(C)O	-2	6	-2.6%	x	6	6	-6	-2	-0.3
COc1ccc(N(CC(=O)NC2CCCC2)C(=O)Cn2nnc(-c3ccc(OC)c(OC)c3)n2)c(OC)c1	-2	x	-1.7%	-4	7	5	x	x	x
CN(C)/C=C(\C=O)c1onc(-c2ccccc2Cl)c1C#N	7	2	1.4%	-14	1	3	1	3	-0.4
CCOc1ccc(NS(=O)(=O)c2ccc3[nH]cc(C(=O)N(C)Cc4ccccc4)c(=O)c3c2)cc1	13	21	1.2%	10	2	2	-5	x	-0.4
COCCNC(=O)c1ccc(Cn2c(=S)[nH]c3cc4c(cc3c2=O)OCO4)cc1	3	3	2.8%	-104*	6	0	-7	-1	-1.2
CN(C)CCCN(C(=O)c1ccc2c(c1)CCCC2)c1nc2ccc(F)cc2s1	-4	-20	-0.6%	x	6	10	-4	-40	0.4
COc1cc(SC)ccc1C(=O)OC1CCOC1=O (stereo not drawn)	3	-9	1.7%	3	0	2	0	20	-0.1
Cc1cc(NC(=O)CSc2nc(=O)n3cc(Cl)ccc3n2)no1	2	x	5.7%	9	47	6	6	x	x
O=C(CSc1ncc(CO)n1Cc1ccccc1)Nc1nc2ccccc2s1	0	3	-2.0%	x	-8	9	-1	x	-0.4
O=C(NC(C(=O)c1ccccc1)N1CCOCC1)c1ccccc1 (stereo not drawn)	3	5	0.7%	-2	-23	2	0	-6	-1.1
Cc1ccc(C)c(Nc2nc3nonc3nc2N2CCOCC2)c1	-4	-2	1.0%	-5	-12	0	-6	2	-0.4
COC(=O)c1ccc2nc(C)cc(Nc3ccc(O)cc3)c2c1	8	5	-0.4%	x	0	1	-4	x	-2.3
CCCCc1nnc2c(N(C)S(=O)(=O)c3ccc(C)cc3)nc3ccccc3n12	10	-4	1.1%	-2	15	3	-1	-10	-0.3
O=c1c2ccccc2c(C=NCCO)c(O)n1-c1ccccc1	-3	1	0.3%	1	-9	3	-2	0	-1.0
CC(O)CNc1nc2sc3c(c2c(=O)n1CCc1ccccc1)CCCCC3 (stereo not drawn)	5	x	-0.7%	-6	-23	1	-7	x	x
NC(=O)CC(NC(=O)Cc1ccc(Br)cc1)c1ccc(NC2CCC2)c([N+](=O)[O-])c1 (stereo not drawn)	-6	16	-1.3%	x	-11	1	-6	4	-1.2
COc1ccc(-c2oc3ncn4nc(COc5ccc(C)cc5)nc4c3c2-c2ccc(OC)cc2)cc1	6	x	2.4%	-3	4	0	1	x	0.6
O=C1CSC(c2cccc(F)c2)N1c1c(F)cccc1F (stereo not drawn)	1	3	1.3%	-1	-26	4	-4	5	0.1
COC(=O)c1c(NC(=O)CSc2nc3nc(C)cc(C)n3n2)sc(C)c1C	-3	-3	1.8%	-6	-20	2	-4	-9	-0.5
COc1cccc(OCc2cc(C(=O)N(C)Cc3nc(C)cs3)no2)c1	-5	-1	0.1%	-6	-4	7	-1	1	-0.8
CC(=O)c1nnn(-c2cccc([N+](=O)[O-])c2)c1C	-4	x	13%	-20	-4	2	-4	8	1.1
CC(C)(C)C1CCC(C(=O)Nc2ccc(N3CCOCC3)cc2N2CCOCC2)CC1 (stereo not drawn)	2	-14	1.3%	7	8	0	-4	31*	-0.1
NC1=C(Br)C(=O)c2ccccc2C1=O	-1	4	1.2%	15	1	3	0	13	1.0
O=C(CCNS(=O)(=O)c1ccccc1F)N1CCN(C(c2ccccc2)c2ccccc2)CC1	-1	0	-0.3%	-22	8	5	-5	26	-0.2
O=C(Nc1cccnc1Oc1ncnc2cc(Cl)ccc12)c1ccc(F)cc1	1	-4	-1.6%	-13	-1	1	-1	26	0.7
Cc1ccc(N2C(S)=C(C#N)C(=O)NC23CCCCC3)cc1	0	5	-0.8%	1	-4	0	6	-11	0.1
CC/C(C)=N\N=C\c1c(O)n(CC)c2cc(C3=NNC(=O)CC3)ccc12	1	11	4.9%	2	-18	1	0	6	0.2
Cc1ccc2c(c1)C(c1ccccc1)N(C(=O)c1cc3ccccc3oc1=O)CC(=O)N2 (stereo not drawn)	6	3	-0.3%	x	-14	-2	-4	-5	0.6
O=C(c1ccc2c(c1)N(Cc1ccc(F)cc1)C(=O)c1ccccc1S2(=O)=O)N1CCC(Cc2ccccc2)CC1	-11	7	-2.5%	x	15	6	-2	x	0.4
O=c1[nH]c2ccc(NC(=S)NCCc3ccccc3)cc2[nH]1	1	10	0.6%	14	-1	2	-4	-4	-0.7
C=CCNC(=S)NN=C1CCCCCCC1	0	0	-3.8%	3	-25	6	15	8	1.4
Cc1ccc2nc(SCC(=O)OCc3ccccc3)nc(=O)n2c1	-9	17	6.2%	4	7	3	-4	3	-0.7
O=C1C2C3C=CC(C3)C2C(=O)N1CCN1CCN(Cc2ccc([N+](=O)[O-])cc2)CC1 (stereo not drawn)	-3	-12	0.4%	0	x	2	-8	-7	1.0
O=C(CCN1C(=O)S/C(=C\c2ccccc2)C1=O)NC1CCS(=O)(=O)C1 (stereo not drawn)	6	10	1.0%	7	-8	3	2	-4	1.1
COC(CNC(=O)CN1CCN(Cc2ccccc2F)C1=O)OC	-3	2	0.2%	14	1	1	1	-11	-3.2
O=C(COc1cccnc1[N+](=O)[O-])NCCc1ccc(F)cc1	-12	-6	1.8%	5	-13	2	-1	2	0.4
C=C(C)C1CC=C(C)/C(=N/NC(=O)c2cccc([N+](=O)[O-])c2)C1 (stereo not drawn)	37*	1	0.8%	-11	9	-1	8	-5	-1.5
CCOc1ccc(S(=O)(=O)NCCC(=O)Nc2cccc(C(=O)OC)c2)cc1	-4	-10	0.2%	-3	-15	0	-12	16	0.1
CCN(C(=O)COC(=O)C12CC3CC(CC(NC(C)=O)(C3)C1)C2)C1CCCCC1	1	-5	0.1%	-10	6	1	4	-10	-0.1
O=C(C(=O)N1CCc2ccccc2C1)c1c[nH]c2ccccc12	2	9	-1.1%	-3	-23	5	12	-2	0.0
Cc1ccc(Cn2nnc3c(=O)n(Cc4cccc(C)c4)cnc32)cc1	-1	-16	6.8%	-11	18	0	6	-19	-0.2
Cc1cc(C)c(-n2c(SCCS(=O)(=O)c3ccc(F)cc3)n[nH]c2=O)c(C)c1	3	-1	2.0%	7	5	1	5	-21	0.0
O=[N+]([O-])c1cc(/C=N/Nc2nc(N3CCCCC3)nc(N3CCCCC3)n2)ccc1O	8	3	-1.7%	10	11	-1	2	-6	-1.0
N=C1/C(=C/c2ccc(-c3cccc(C(=O)O)c3)o2)C(=O)N=C2SC(CC(=O)N3CCOCC3)=NN12	27	-4	-1.4%	27	-5	7	-4	3	1.6
Cc1cc(C)c(S(=O)(=O)c2ccccc2F)c(=O)[nH]1	-3	0	0.2%	2	11	3	-7	3	0.1
CCOC(=O)NCCOC(=O)Nc1ccc(Cl)cc1	-3	-2	-2.8%	-8	-15	16	-6	10	-0.4
CCOC(=O)c1cnn(CC2CCCCC2)c1N	-3	5	0.5%	-15	-3	1	-4	-8	-1.9
O=C(NC1CCCCC1)c1ccc(N2CCOCC2)c([N+](=O)[O-])c1	20	-3	-0.4%	-7	2	0	-1	8	0.6
CC(C)C(NC(=O)C(NC(=O)C1OC2OC(C)(C)OC2C2OC(C)(C)OC12)C(C)C)C(=O)O (stereo not drawn)	-2	-2	1.1%	-6	3	0	-3	-9	0.3
Cc1cccc(N/C(N)=N/c2nc(C)cc(=O)[nH]2)c1	15	0	1.2%	-3	-8	5	-2	-13	-0.9
